# ERp5 block – inhibitors of ERp5-driven insulin aggregation, primary screen, biochemical, turbidity, absorbance 650 nm, single point. 90 min. actives 0.05% (n = 350,000). inhibition, % at 9.99 µM. Protein disulfide-isomerase A6 (Homo sapiens), Q15084. AID 651711, 2012;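 active = mean replicate inhibition above about 25%, with every replicate also reaching it, limit read from the data, passing the limit was not always enough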
# Target sequence (Q15084 whole entry, looked up): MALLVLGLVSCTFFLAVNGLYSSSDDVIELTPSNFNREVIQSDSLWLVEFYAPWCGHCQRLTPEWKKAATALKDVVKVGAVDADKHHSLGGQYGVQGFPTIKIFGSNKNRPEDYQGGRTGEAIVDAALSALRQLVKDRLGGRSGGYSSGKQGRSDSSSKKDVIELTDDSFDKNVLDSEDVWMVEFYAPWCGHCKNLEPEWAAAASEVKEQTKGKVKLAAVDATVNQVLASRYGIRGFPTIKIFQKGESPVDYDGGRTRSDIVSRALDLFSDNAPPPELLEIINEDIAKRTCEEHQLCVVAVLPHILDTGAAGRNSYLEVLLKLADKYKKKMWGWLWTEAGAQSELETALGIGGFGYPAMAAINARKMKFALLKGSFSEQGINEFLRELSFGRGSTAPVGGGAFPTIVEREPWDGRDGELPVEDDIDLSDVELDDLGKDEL
# miR122 inh – miR-122 Renilla sensor signal increase in Huh7, primary screen, miR-122 inhibitor project, cell-based, single point, plate reader | Huh7 miR-122 Renilla luciferase sensor, 48 h; neutral wells = 0, positive control = 100 | activation (reporter increase), % at 12.5 µM | actives 0.3% (n = 340,000) | AID 602342, 2012;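 active = mean replicate activation score at least 90 and every replicate individually at or above 90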;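 also: higher luciferase means less miR-122 activity so hits act as miR-122 inhibitors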
# ARNT-TACC3 inh – disruptors of ARNT/TACC3 protein interaction, primary screen, biochemical, AlphaScreen, single concentration. actives 0.66% (n = 390,000). inhibition, % at 9.99 µM. AID 623870, 2012. Transforming acidic coiled-coil-containing protein 3 (Homo sapiens), Q9Y6A5. AlphaScreen His-ARNT PAS-B/GST-TACC3 binding, luminescence; TACC3 fragment carries E629A point mutation;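 active = mean inhibition of replicates at least 50% and at least half of replicates each reaching 50%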;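 also: 0% = complete ARNT plus TACC3 wells and 100% = ARNT alone without TACC3; many hits fall short of the cut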
# SIRT5 block – SIRT5 desuccinylase inhibitors, primary screen, biochemical, fluorescence imaging, single point, set 5 | NAD-dependent protein deacylase sirtuin-5, mitochondrial (Homo sapiens), Q9NXA8 | Purified SirT5, succinyl-peptide AMC, trypsin-coupled fluorescence | inhibition, % at 15 µM | actives 1.1% (n = 330,000) | AID 652115, 2013; in the data active = inhibition above about 15%
# Target sequence (Q9NXA8 whole entry, looked up): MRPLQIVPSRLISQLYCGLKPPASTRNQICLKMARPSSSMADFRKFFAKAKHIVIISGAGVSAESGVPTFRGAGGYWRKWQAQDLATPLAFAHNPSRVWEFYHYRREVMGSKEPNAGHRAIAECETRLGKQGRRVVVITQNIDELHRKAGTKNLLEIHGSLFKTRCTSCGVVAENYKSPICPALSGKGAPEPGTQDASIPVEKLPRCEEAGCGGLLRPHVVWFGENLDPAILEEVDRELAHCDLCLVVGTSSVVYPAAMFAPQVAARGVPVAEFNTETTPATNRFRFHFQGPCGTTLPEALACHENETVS
# esBAF inh – Bmi1 luciferase reporter increase in mESCs, primary screen, esBAF inhibitor project, mouse ES cells, Bmi1 luciferase knock-in, single point; reporter increase, % at 12.5 µM; AID 602393, 2012; 24 h; 100% = twice the neutral-well signal; actives 2% (n = 350,000); in the data active = activation above about 40%;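 also: 0% = median of the plate's neutral control wells and 100% = double that signal; a rise in the Bmi1 reporter signal indicates esBAF inhibition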
# Statin myotox sup – suppressors of statin myotoxicity in C2C12 myotubes, primary screen, cell-based, single point, plate reader. C2C12 myotubes + simvastatin, ATP luminescence, 48 h; scaled: DMSO 0, geranylgeraniol control 100. rescue of ATP level, % at 7.49 µM. actives 0.78% (n = 330,000);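 active = mean ATP rescue above about 67%, or every replicate alone reaching that limit, limit read from the data, passing the limit was not always enough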;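 also: myotubes were challenged with 10 µM simvastatin during compound exposure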
# Cneo AK release – Cryptococcus neoformans cell lysis inducers, primary screen, AK release luminescence, single concentration; C. neoformans lysis, adenylate kinase release luminescence, 4 h; normalised: neutral wells 0, clomiphene wells 100; lysis activity, % at 15 µM; actives 0.2% (n = 360,000);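 active = mean lysis activity across replicates of at least 80%, whatever share of replicates individually reach that level; inactive = mean lysis activity below 80%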
#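 Material: C. neoformans cells | Amount: Yeast cell density of 5 × 10^6 cells/mL | Medium: Fresh YPD growth medium | Dosing: Single dose | Times: Static 4 h at 37 °C with compound, 1 h detection | Detection: AK luminescence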
# * marks the source's active call; other numbers are inactive results; nt = not tested or not shown; [ ] = remark or other dose.
# Order of values – SIRT5 block, Statin myotox sup, ERp5 block, Cneo AK release, esBAF inh, ARNT-TACC3 inh, miR122 inh
1) CCN(CC)c1ccc(C(=O)NNC(=O)CNC(=O)c2cccs2)cc1
  2, -4, -5, -1, -6, -2, -7
2) COC(/C(=N/O)c1ccc(Cl)cc1)c1ccccc1 (stereo unspecified)
  -2, -12, 5, -2, -27, -9, 7
3) CCc1ccc(C(=O)CN2C(=O)NC(C)(c3ccc(C)cc3)C2=O)cc1 (stereo unspecified)
  -4, -9, -1, 4, -3, 2, 12
4) CO/N=C(/CN1CCCCC1)c1ccc(Cl)cc1
  -3, -5, -4, -1, 18, -8, 4
5) CO[C@H]1CN(C)C(=O)c2cc(NS(C)(=O)=O)ccc2OC[C@H](C)N(C(=O)c2ccc3c(c2)OCO3)C[C@H]1C
  nt, -3, 17, -1, -2, -3, nt
6) C[C@@H]1CN([C@H](C)CO)C(=O)c2cc(C#CCN(C)C)cnc2O[C@H]1CN(C)Cc1ccc(F)cc1
  -3, -7, 5, 0, -3, -5, -4[16.7 µM]
7) Cc1cc(C)cc(Oc2coc3cc(OC(=O)c4cccnc4)ccc3c2=O)c1
  nt, nt, nt, -1, nt, 2, -1
8) N#CCCn1nc(-c2ccc([N+](=O)[O-])cc2)cc1Nc1ccccc1NC(=O)C(F)(F)F
  nt, -17, nt, nt, 0, -5, 2
9) Cc1nn(CC(=O)NC(C)C(C)C)c(C)c1S(=O)(=O)N1CCCCC1 (stereo unspecified)
  -2, nt, -1, nt, nt, -7, nt
10) Cc1ccc(C(C)NC(=O)c2cc3ccccc3oc2=O)cc1C (stereo unspecified)
  -1, -8, 6, 1, 2, 1, nt
11) COc1cccc(/C=C2\Oc3cc(OCC(=O)N4Cc5ccccc5C[C@H]4C(=O)O)ccc3C2=O)c1
  nt, -8, nt, -7, 9, 14, -6
12) O=C(Nc1nccs1)c1cc2sccc2n1Cc1ccc(F)cc1
  nt, 11, nt, 0, 1, -13, -1
13) C[C@@H]1CCCCO[C@H](CN(C)C(=O)CCC(F)(F)F)[C@H](C)CN([C@H](C)CO)C(=O)c2cc(NC(=O)c3ccccc3)ccc2O1
  2, nt, 1, 1, 0, -5, -1[16.7 µM]
14) COc1cc(/C=C2\Oc3cc(O)ccc3C2=O)ccc1O
  nt, -3, -5, -20, 46*, -1, -3
15) CCOC(=O)N1CCN(Cc2nc(N)nc(Nc3ccc(C)cc3C)n2)CC1
  2, nt, -3, nt, nt, 24, nt
16) CC(NC(=O)CCNS(=O)(=O)c1ccccc1)c1ccccc1 (stereo unspecified)
  -2, 0, -1, -12, 1, 3, nt
17) COc1ccc(C2C(C(C)=O)=C(C)N=c3s/c(=C\c4cc(C)n(C)c4C)c(=O)n32)c(OC)c1 (stereo unspecified)
  nt, nt, nt, -5, 10, 19, -3
18) CO[C@@H]1CN(C)C(=O)c2ccc(NC(C)=O)cc2OC[C@@H](C)N(Cc2ccccn2)C[C@@H]1C
  -1, 7, -2, -1, 4, 2, 14[16.7 µM]
19) COc1cc2c(cc1OC)C1C/C(=N\O)C(CC(C)C)CN1CC2 (stereo unspecified)
  2, 2, 2, 2, 3, 5, nt
20) CCCc1cc(=O)[nH]c(SCC(=O)N2CCCCCC2)n1
  -5, -17, 2, -1, -7, -10, -6
21) COc1ccc(S(=O)(=O)N2CCCN(CC(=O)Nc3ccc4c(c3)OCO4)CC2)cc1
  nt, 17, nt, 0, 9, nt, -3
22) c1ccc(N2CCN(Cc3nnnn3C3CCCCC3)CC2)cc1
  nt, 2, -3, 2, 4, -7, 0
23) CC(C)C#Cc1cnc2c(c1)C(=O)N([C@H](C)CO)C[C@H](C)[C@@H](CN(C)C(=O)CCN1CCCCC1)O2
  -3, 15, 2, 2, 2, -1, 7[16.7 µM]
24) CCC(C)NC(=O)CSc1c2c(nc3ccccc13)CCCC2 (stereo unspecified)
  2, 10, 1, 1, 11, 13, -10
25) O=C(Cn1c(=O)cnc2ccccc21)Nc1ccccc1N1CCOCC1
  -3, 7, 8, -7, -3, 3, nt
26) O=C(NCc1ccccc1)c1ccc2c(=O)n(CCCN3CCCC3=O)c(=S)[nH]c2c1
  nt, 10, nt, -1, 7, -9, 7
27) CC(=O)NCc1ccc(C(=O)CCl)cc1
  -4, -1, -4, 2, -6, -13, -8
28) COCC1OC(OC(C)C(O)c2cnc3nc(N)[nH]c(=O)c3n2)C(O)C(OC)C1O (stereo unspecified)
  nt, -1, 5, 0, 1, nt, 3
29) O=C(Nc1ccc2c(c1)OCCO2)c1c(F)cccc1F
  -2, -55, 4, 0, -11, -4, 13
30) C[C@@H]1CN([C@@H](C)CO)C(=O)c2c(c3ccccc3n2C)-c2ccccc2CO[C@@H]1CN(C)S(=O)(=O)CC(F)(F)F
  -1, 9, 6, -4, -8, -13, nt
31) CCCCn1c(SCc2ccc(C(=O)OC)o2)nc2cc(S(N)(=O)=O)ccc21
  nt, 2, nt, -1, -14, 1, -3
32) CC(C)Cc1nn2c(=O)cc(O)nc2s1
  nt, 11, -1, 1, -12, nt, -4
33) COC(=O)c1ccc(C(=S)NCC2(N(C)C)CCCCC2)cc1
  -2, -13, 6, 6, 8, 4, -5
34) CC1CCN(S(=O)(=O)c2ccc3c(c2)oc(=O)n3CC(=O)NCc2ccc3c(c2)OCO3)CC1
  -1, nt, -8, -1, -3, 3, -4
35) CC(C)NC(=O)N[C@@H]1C=C[C@H](CC(=O)NCc2ccc(Oc3ccccc3)cc2)O[C@H]1CO
  -4, 2, -14, -2, 2, -4, nt
36) O=C(c1cc(COc2c(F)cccc2F)on1)N1CCC(c2ccncc2)CC1
  -4, -5, 4, -5, -12, -4, -5
37) O=C(O)CCS(=O)(=O)c1ccccc1Cl
  2, nt, 1, -1, nt, -4, nt
38) Cc1cccc(-c2ccc([C@@H]3[C@@H](CO)N4CCCCN(CCC(F)(F)F)C[C@H]34)cc2)c1
  0, nt, -4, 6, nt, 14, 4[16.7 µM]
39) COc1ccc(Cc2nnc(SCC(=O)NCC3CCCO3)o2)cc1 (stereo unspecified)
  -3, 1, -1, -1, -2, 0, 0
40) O=C(C[C@H]1C=C[C@@H](NC(=O)Nc2cc(F)ccc2F)[C@@H](CO)O1)NCc1ccccn1
  1, -5, 0, 0, 1, 4, nt

# An excerpt from above in order of SMILES length, highest first:
# Order of values – SIRT5 block, Statin myotox sup, ERp5 block, Cneo AK release, esBAF inh, ARNT-TACC3 inh, miR122 inh
13) C[C@@H]1CCCCO[C@H](CN(C)C(=O)CCC(F)(F)F)[C@H](C)CN([C@H](C)CO)C(=O)c2cc(NC(=O)c3ccccc3)ccc2O1
  2, nt, 1, 1, 0, -5, -1[16.7 µM]
5) CO[C@H]1CN(C)C(=O)c2cc(NS(C)(=O)=O)ccc2OC[C@H](C)N(C(=O)c2ccc3c(c2)OCO3)C[C@H]1C
  nt, -3, 17, -1, -2, -3, nt
17) COc1ccc(C2C(C(C)=O)=C(C)N=c3s/c(=C\c4cc(C)n(C)c4C)c(=O)n32)c(OC)c1 (stereo unspecified)
  nt, nt, nt, -5, 10, 19, -3
35) CC(C)NC(=O)N[C@@H]1C=C[C@H](CC(=O)NCc2ccc(Oc3ccccc3)cc2)O[C@H]1CO
  -4, 2, -14, -2, 2, -4, nt
40) O=C(C[C@H]1C=C[C@@H](NC(=O)Nc2cc(F)ccc2F)[C@@H](CO)O1)NCc1ccccn1
  1, -5, 0, 0, 1, 4, nt
8) N#CCCn1nc(-c2ccc([N+](=O)[O-])cc2)cc1Nc1ccccc1NC(=O)C(F)(F)F
  nt, -17, nt, nt, 0, -5, 2
26) O=C(NCc1ccccc1)c1ccc2c(=O)n(CCCN3CCCC3=O)c(=S)[nH]c2c1
  nt, 10, nt, -1, 7, -9, 7
33) COC(=O)c1ccc(C(=S)NCC2(N(C)C)CCCCC2)cc1
  -2, -13, 6, 6, 8, 4, -5
16) CC(NC(=O)CCNS(=O)(=O)c1ccccc1)c1ccccc1 (stereo unspecified)
  -2, 0, -1, -12, 1, 3, nt
14) COc1cc(/C=C2\Oc3cc(O)ccc3C2=O)ccc1O
  nt, -3, -5, -20, 46*, -1, -3
4) CO/N=C(/CN1CCCCC1)c1ccc(Cl)cc1
  -3, -5, -4, -1, 18, -8, 4

# Additional structures.
# Order of values – SIRT5 block, Statin myotox sup, ERp5 block, Cneo AK release, esBAF inh, ARNT-TACC3 inh, miR122 inh
41) COc1ccc(CNCC(O)(c2ccccc2)c2ccc(F)cc2)cc1 (stereo unspecified)
  -6, 5, 8, 9, -11, -3, -8
42) COC(=O)N/N=C/c1cc(Cl)cc(Cl)c1OCc1ccccc1
  nt, nt, nt, 2, nt, -4, -4
43) C#CCn1c(-c2ccccc2)ccc(C#N)c1=O
  6, -8, 5, -1, 0, -5, 5
44) NC(CCc1ccccc1)c1csc(Nc2nncc3ccccc23)n1 (stereo unspecified)
  -2, -18, -1, 3, -9, nt, 4
45) COc1ccc(C(O)P(=O)(OC(C)C)OC(C)C)cc1OC (stereo unspecified)
  7, nt, 1, 3, nt, 1, -4
46) O=C1CC(c2cccs2)CC2=C1C(c1ccccc1)n1ncnc1N2 (stereo unspecified)
  nt, nt, nt, 0, 12, -8, -1
47) CCc1cccc(CC)c1NC(=O)CN1CC(C)SC1=NC1CCCCC1 (stereo unspecified)
  nt, -14, nt, 1, -10, 31, 1
48) COc1ccc(S(=O)(=O)N(C)C[C@H]2Oc3ccc(NC(=O)c4ccncc4)cc3C(=O)N([C@@H](C)CO)C[C@@H]2C)cc1
  4, -38, -2, 34, 0, -7, -27[16.7 µM]
49) COc1ccc(S(=O)(=O)Nc2ccc3c(c2)C(=O)N([C@H](C)CO)C[C@@H](C)[C@@H](CN(C)C(=O)c2ccccc2)OCCCC[C@H](C)O3)cc1
  3, 3, 3, -2, 0, -5, 6[16.7 µM]
50) CCOCCOc1nc2c(c(=O)n(C)c(=O)n2C)n1CCc1ccccc1
  nt, 14, nt, 2, 5, 1, 0
51) COc1ccccc1S(=O)(=O)N[C@H]1CC[C@H](CCn2cc(C3CCCCC3)nn2)O[C@@H]1CO
  -5, 13, -2, -4, 8, 1, 1[16.7 µM]
52) CCCNC(=O)C[C@@H]1CC[C@@H]2[C@H](COC[C@H](O)CN2C(=O)Nc2ccc3c(c2)OCO3)O1
  3, 15, -10, -2, 31, -5, -1[16.7 µM]
53) CS(=O)(=O)N1[C@@H]2Cn3c(ccc(-c4ccccc4)c3=O)[C@H]1[C@@H](C(=O)NCC1CC1)[C@@H]2CO
  -37, -1, 0, -2, -4, -2, -1[16.7 µM]
54) C[C@@H]1CN([C@H](C)CO)S(=O)(=O)c2ccc(C#CC3CC3)cc2O[C@@H]1CN(C)C(=O)c1ccccn1
  -4, 1, 1, 4, 0, -13, -8[16.7 µM]
55) COc1ccc([C@H]2/C=C\CN(C(=O)c3ccccc3)[C@@H](C)C(=O)N2Cc2ccc(F)cc2)cc1
  nt, -22, 7, 0, -10, 3, 0
56) O=C(NCc1ccccc1Cl)C1CCN(C(=O)c2ccc(F)cc2)CC1
  nt, 2, -7, 0, 0, nt, -9
57) CCOC(=O)c1cnc2sccn2c1=O
  -7, -8, -2, -2, -1, -1, -5
58) O=C(O)CNc1nc(Cl)ccc1[N+](=O)[O-]
  nt, -10, nt, 2, -7, 21, 0
59) COc1ccc(NC(=O)c2cc(N3C(=O)C4C5CCC(C5)C4C3=O)ccc2Cl)c(OC)c1 (stereo unspecified)
  -3, 19, 6, 13, 8, 7, 6
60) Cn1c(=O)n(CC(=O)NCc2cccnc2)c2ccccc21
  nt, 11, nt, 6, -2, -2, 17
61) COc1ccc(NC(=O)CSCC(=O)OCc2cccc(OC)c2OC)cc1
  -2, nt, 4, nt, nt, -1, nt
62) CCOC(=O)C1CCN(C(=O)Nc2ccc(Cl)cc2)CC1
  nt, 24, nt, 4, 3, -1, -10

# Screening results (PubChem BioAssay)
